# Compound activity (PubChem)
# DNMT1 inh: inhibitors of human DNMT1; AID 588458; inhibition (reported as % activation of signal), % at 10 µM; DNMT1 molecular beacon, Hinp1I cleavage, fluorescence; hit rate 0.83% among 360,000; P26358; in the data active means inhibition above about 50%
# CSN inh: inhibitors of human CSN-mediated cullin deneddylation. Q92905. Purified CSN, SCF-Nedd8-OG deneddylation, fluorescence polarization. inhibition, % at 12.5 µM. hit rate 0.38% among 360,000;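 active means pattern-corrected inhibition above about 35%, with an unprinted fluorescence ratio check between 0.5 and 1.5, limit read from the data, passing the limit was not always enough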;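 further: 0% = enzyme with substrate and 100% = substrate without enzyme; some results filed as inactive read as strong as hits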
# Target sequence (Q92905 whole entry, looked up, one chain of several): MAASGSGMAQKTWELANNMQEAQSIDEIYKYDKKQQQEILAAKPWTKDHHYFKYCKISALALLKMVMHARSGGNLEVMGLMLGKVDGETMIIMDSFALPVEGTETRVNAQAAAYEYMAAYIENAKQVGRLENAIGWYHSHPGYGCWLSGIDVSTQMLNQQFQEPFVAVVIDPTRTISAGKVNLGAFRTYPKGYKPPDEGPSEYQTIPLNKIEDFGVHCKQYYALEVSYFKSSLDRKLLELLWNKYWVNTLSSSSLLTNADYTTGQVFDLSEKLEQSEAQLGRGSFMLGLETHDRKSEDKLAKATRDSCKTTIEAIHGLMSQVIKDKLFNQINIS
#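 Material: human Csn5 produced in HEK293T cells; Input: enzyme 0.24 nM; Reagent: SCFSkp2-Nedd8OG substrate at 10 nM final; Dosing: 12.5 µM compound; Incubation: 90 min reaction at room temperature; Detection: fluorescence polarization of the substrate; Evaluation: % inhibition of substrate cleavage by Csn5; Control set: substrate-only high control, full reaction low control.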
# NadD inh: blocks S. aureus nicotinate mononucleotide adenylyltransferase; AID 602399; purified NadD enzyme, colorimetric absorbance read-out; hit rate 0.78% among 360,000; inhibition, % at 20 µM; in the data active means inhibition above about 26%; further: some compounds past the cut are filed as inactive
# Rpn11 block: inhibitors of human proteasome Rpn11; human 26S proteasome, Ub4-pepOG fluorescence polarization; 20S core pre-blocked with epoxomicin; calls only at 20 µM; hit rate 0.59% among 360,000;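 active means inhibition at 20 µM, scaled to each plate's controls, above about 33%, limit read from the data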
# Target sequence (O00487 whole entry, looked up): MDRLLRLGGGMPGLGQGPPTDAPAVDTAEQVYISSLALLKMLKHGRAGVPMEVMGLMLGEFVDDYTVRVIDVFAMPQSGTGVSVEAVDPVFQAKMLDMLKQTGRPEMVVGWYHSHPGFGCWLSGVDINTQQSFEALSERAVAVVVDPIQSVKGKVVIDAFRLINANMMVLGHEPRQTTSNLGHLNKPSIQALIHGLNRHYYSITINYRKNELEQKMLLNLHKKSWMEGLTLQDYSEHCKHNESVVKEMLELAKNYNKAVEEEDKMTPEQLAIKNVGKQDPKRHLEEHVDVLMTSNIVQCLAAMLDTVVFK
# Rin1 Abl inh: inhibitors of human Rin1-Abl protein interaction | TR-FRET Rin1/Abl binding, biochemical | hit rate 0.4% among 360,000 | AID 588664 | inhibition, % at 7.35 µM; in the data active means inhibition above about 5%, passing the limit was not always enough
# SUMO1 PPI mod: SUMO1-SIM interaction modulation; P63165; SUMO1 binding to a labelled peptide, TR-FRET, 1 h; inhibition, % at 20 µM; hit rate 0.33% among 360,000; AID 602429; in the data active means inhibition above about 37%
# Scp-1 inhibitor: blocks human Scp-1 phosphatase activity. AID 493091. Q9GZU7. hit rate 0.88% among 340,000. Recombinant Scp1, phosphopeptide, malachite green phosphate absorbance. inhibition, % at 20 µM;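 active means inhibition above about 50% at 20 µM, limit read from the data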;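 further: plate controls were DMSO wells with enzyme for no effect and wells lacking enzyme for full effect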
# Target sequence (Q9GZU7 76-261 limits assumed): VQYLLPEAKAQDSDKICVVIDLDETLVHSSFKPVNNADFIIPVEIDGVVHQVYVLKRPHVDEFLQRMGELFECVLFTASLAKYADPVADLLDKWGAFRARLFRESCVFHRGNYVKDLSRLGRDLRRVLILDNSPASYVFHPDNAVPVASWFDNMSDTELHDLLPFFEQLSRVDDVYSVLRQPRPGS
#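 Test system: SCP-1 phosphatase catalytic domain, residues 76-261 | Compound dosing: One concentration, 20 µM, with 1.0% DMSO | Schedule: 45 min room-temperature reaction, 5 min colour, 30 min stabiliser | Detection: Absorbance at 630 nm | Read-out basis: % inhibition of SCP-1 phosphate liberation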
# Neddylation inh: cullin neddylation inhibition | P61081+Q13564 | TR-FRET cullin neddylation, biochemical | calls only at 25 µM | hit rate 0.58% among 360,000; in the data active means inhibition above about 36%
# LMPTP inh: LMPTP (human) inhibition. P24666. recombinant LMPTP-A, OMFP fluorogenic substrate, fluorescence intensity. inhibition, % at 20 µM. hit rate 0.22% among 360,000;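 active means compounds that cut the enzyme signal by at least half of the control window in the single-dose screen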;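 further: plate controls were DMSO wells with enzyme plus substrate for no effect and substrate without enzyme for full effect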
# Target sequence (P24666 whole entry, looked up): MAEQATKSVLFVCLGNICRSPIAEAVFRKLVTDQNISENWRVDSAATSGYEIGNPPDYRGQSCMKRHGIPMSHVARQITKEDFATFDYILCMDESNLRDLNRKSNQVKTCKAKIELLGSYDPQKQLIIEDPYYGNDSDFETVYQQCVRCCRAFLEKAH
#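 Test system: LMPTP-A phosphatase enzyme; input: 0.625 nM LMPTP-A final; reagent: OMFP substrate, 400 µM final; compound dosing: 20 µM single dose, 3% DMSO; incubation: 50 min dark incubation at room temperature; measured by: endpoint fluorescence intensity from OMFP dephosphorylation; measure: % inhibition relative to no-enzyme and uninhibited control wells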
# STEP inh: blocks human striatal-enriched tyrosine phosphatase; inhibition, % at 20 µM; hit rate 0.25% among 360,000; P54829; recombinant STEP, OMFP fluorogenic substrate, fluorescence;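 active means inhibition at 20 µM, scaled per plate between control wells, above about 37%, limit read from the data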;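 further: 0% = DMSO with enzyme and substrate and 100% = substrate only without enzyme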
#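 Assay system: isolated STEP enzyme / Timing: 20 min at room temperature, dark / Doses: 20 µM, 1% DMSO / Technique: fluorescence intensity, excitation 480 nm, emission 540 nm / Reagent: fluorogenic phosphatase substrate OMFP at 25 µM final / Measure: percent inhibition scaled to no-enzyme and uninhibited-enzyme controls, plate-pattern corrected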
# Active calls of the source: *; i = inactive; / = not tested or not shown. Compounds were not picked by outcome; overall some 3.8% were active at least once.
SMILES,DNMT1 inh,CSN inh,NadD inh,Rpn11 block,Rin1 Abl inh,SUMO1 PPI mod,Scp-1 inhibitor,Neddylation inh,LMPTP inh,STEP inh
CC(=O)Nc1ccc(OCC(=O)N2CCC(Cc3ccccc3)CC2)cc1,-1.7,2.5,-1.9,i,-4.6,-0.3,-0.3,i,-1.3,2.2
COc1cccc(-c2cnc3c(NC=O)cc(-c4cc(C)c(O)c(C)c4)cn23)c1,-29.0,5.4,18.5,i,-3.6,-0.9,/,i,1.2,-0.8
CCOC(=O)c1cnc2c(C(=O)OC)cccc2c1NCc1cccnc1,0.8,5.6,-2.5,i,3.2,-6.2,-4.0,i,1.0,-5.1
COc1ccc(/C=C/C(=O)OCC(=O)N2c3ccccc3CC2C)cc1 (stereo not drawn),-2.1,2.7,-4.9,i,-0.7,3.6,/,i,-0.1,-0.2
CN(C)c1ccc(/C=N/NC(=O)CNC(=O)c2ccncc2)cc1,0.1,-4.8,3.5,i,0.1,-9.1,-2.0,i,0.1,-2.9
CN(Cc1ccccc1)S(=O)(=O)c1ccc(Cl)c(C(=O)NCCCN2CCCC2=O)c1,0.4,0.3,-6.5,i,2.1,-3.2,-13.1,i,0.7,1.1
O=C1CCCc2c1nc(-c1ccc(F)cc1)n2O,-0.3,-2.4,-1.7,i,2.2,-4.5,-1.2,/,-0.4,-1.6
O=C(c1ccccc1)N1CCN(C(=O)c2ccccc2)C1c1ccccc1,4.4,-0.3,-3.3,i,0.6,2.8,-12.3,i,0.5,1.7
Cc1c(C(=O)c2ccc(N(C)C)cc2)c2ccccn2c1CCC#N,-1.9,2.7,0.8,i,-0.7,-12.6,-0.5,i,-0.2,0.5
COc1ccc(N2C(=O)CN=C2Nc2cccc(C)c2C)cc1OC,4.8,-0.7,0.1,i,-1.8,-5.0,0.4,i,-0.7,-1.0
Cc1cccc(C)c1-n1c(C)cc(/C=N/NC(=O)c2ccncc2)c1C,-1.6,1.6,4.7,i,0.8,-1.3,-5.3,i,-0.4,2.8
Cc1ccc(C(=O)Oc2ccccc2C(=O)N2CCOCC2)cc1,-2.6,5.2,-1.6,i,-2.2,-2.1,-1.3,i,-0.8,1.7
C/C(=C1/SC(N2CCCC2)=NC1=O)c1ccc(Br)cc1,1.4,3.9,2.5,i,-0.2,-8.8,-3.0,i,1.9,-1.6
O=C(/C=C\c1ccc(-c2ccccc2)o1)c1ccccc1,-7.6,-1.1,27.3,i,-1.7,0.9,-5.3,i,0.9,-0.9
O=C(COC(=O)Cc1ccc(Br)cc1)NC1CC1,1.4,-1.9,-4.1,i,4.4,-2.6,-5.2,i,-1.6,-2.2
COc1cc(C(C[N+](=O)[O-])c2c(C)[nH]c3ccccc23)cc(OC)c1OC (stereo not drawn),-3.6,3.1,-5.1,i,-0.7,1.9,-10.7,i,-1.0,0.1
COc1cc(/C=C\C(=O)O)cc(S(=O)(=O)N2CCCCCC2)c1OC,1.2,-3.9,-2.6,i,-3.7,7.4,1.1,i,-0.4,4.9
CCOC(=O)CC(=O)Nc1ccsc1C(N)=O,0.4,0.1,-1.7,i,3.7,-2.8,-7.2,i,-1.4,-0.4
O=C(c1cccs1)N1CCN(c2nnc(-c3ccccc3)c3ccccc23)CC1,1.0,-8.5,2.2,i,-2.7,3.3,-0.8,i,-0.5,2.6
O=C(NCCNC(=O)c1cccnc1)c1ccc(Br)cc1,-1.8,0.8,2.8,i,-1.8,-0.6,-4.0,i,0.1,-1.7
N#CCSc1n[nH]c2nc3c(c(=O)n12)C1(CCCC1)Cc1ccccc1-3,1.5,0.3,15.8,i,0.3,8.7,6.8,/,2.8,4.0
CSCCC(NC(=O)c1ccccc1Br)C(=O)N1CCCCCCC1 (stereo not drawn),-12.3,2.5,3.3,i,3.9,-28.8,-6.2,i,-7.6,-0.7
COc1ccc(CN2C(=O)C(CC(=O)NCc3ccco3)CC(C(=O)N3CCOCC3)=C2C)cc1 (stereo not drawn),-1.6,1.0,4.9,i,4.8,-2.4,/,i,-1.4,-3.6
O=C1CN(C(=O)c2ccccc2Cl)c2ccccc2N1,-1.5,4.6,1.0,i,0.9,0.0,-7.3,i,-1.9,-0.8
C/C(=N\NC(N)=O)c1cc(Cl)cc(Cl)c1O,-0.8,-1.0,-2.0,i,2.1,2.3,-16.9,i,0.6,-0.4
COc1ccc(-c2nc(C#N)c(NCCCN(C)C)o2)cc1OC,2.2,2.2,-5.4,i,-1.4,-3.9,-7.2,/,-5.2,0.3
CC12CC3(C)CC(C)(C1)CC(C(=O)NCC(=O)O)(C2)C3,0.5,-4.2,-2.5,i,3.5,1.6,2.9,i,1.1,0.0
CSCCC(=O)N1CCC(n2nccc2NC(=O)CCc2ccccc2)CC1,1.3,0.2,-3.7,i,1.7,5.5,-1.6,i,-1.4,-1.6
COc1cc(CNc2ccc(N3CCCC3)cc2)ccc1OCc1ccccc1,-4.1,-8.4,28.4,i,1.1,-10.3,0.5,i,9.2,8.7
Fc1ccc(NCc2ccccc2F)cc1Cl,-2.7,-5.4,-0.4,i,0.7,5.6,-7.7,i,2.4,2.6
C=CCC1CCCC(=O)N2CCCC12 (stereo not drawn),7.4,-3.5,-4.4,i,-0.1,4.4,-1.3,i,-2.6,-1.9
Cc1ccc(CNC(=O)c2ccc(NC3=NC4CS(=O)(=O)CC4S3)cc2)cc1 (stereo not drawn),1.2,-0.7,-5.0,i,-0.6,-0.4,-11.9,i,-1.3,-2.3
CN(C)S(=O)(=O)c1cccc(NC(=O)COC(=O)CCC(=O)c2ccc(F)cc2)c1,0.8,0.1,-16.8,i,2.4,-1.9,-12.8,i,-0.1,1.0
O=C(Nc1ccc2oc(=O)ccc2c1)c1cc2ccccc2o1,7.8,8.7,-6.4,i,-2.1,-2.8,-8.2,i,-0.6,4.9
Cc1nn(C)cc1CN(C)Cc1c(C(=O)N(C)Cc2ccccc2)nc2ccccn12,-3.0,2.7,-4.2,i,0.5,-3.3,2.2,i,-1.3,-1.6
CN1CCN(S(=O)(=O)c2cccc(C(=O)Nc3cc(Cl)ccc3N3CCOCC3)c2)CC1,-3.1,-0.8,6.2,i,1.0,3.1,-3.4,i,-0.4,4.0
COc1cccc2[nH]c(C(=O)NN)c(N)c12,-5.1,-3.9,3.3,i,-2.6,-4.3,-8.9,i,0.6,0.6
Cc1cc(NC(=O)c2ccc(Cl)cc2)n(CCC#N)n1,0.8,-0.4,-4.0,i,4.2,11.3,-3.8,i,-0.1,-2.0
Cc1cccc(C(=O)N/N=C/c2coc3ccccc3c2=O)c1,1.1,6.8,4.0,i,0.7,-2.0,4.0,i,-0.3,1.6
Cc1cc(C)c(C(=O)c2cccs2)c(C)c1,-0.1,1.0,1.2,i,-1.9,3.9,-5.0,i,0.6,1.6
CCC(Sc1nccn1C)C(=O)Nc1nnc(C)s1 (stereo not drawn),4.8,5.0,3.2,i,-1.8,-2.4,47.4,i,-1.4,-2.4
O=C(Cc1ccc(S(=O)(=O)N2CCOCC2)s1)Nc1cc(C(F)(F)F)ccc1N1CCCC1,-5.6,3.6,3.5,i,-0.4,-3.8,-2.8,i,1.8,-1.8
Cc1ccc(C)c(/C(O)=C2\C(=O)C(=O)N(CCCN3CCOCC3)C2c2cccnc2)c1 (stereo not drawn),-2.0,0.5,-1.9,i,-2.4,1.5,5.7,i,-2.2,0.0
COc1ccc(Oc2nccc(-c3ccc(F)cc3)c2C#N)cc1,-0.7,-0.1,-2.1,i,0.9,19.6,-12.3,i,0.5,-4.7
CC1CN(CCCCSc2ccc(Cl)cc2)CC(C)O1 (stereo not drawn),2.9,8.6,-7.9,i,7.0,2.6,5.5,i,-0.6,0.5

# Two successive entries already listed, for reference:
SMILES,DNMT1 inh,CSN inh,NadD inh,Rpn11 block,Rin1 Abl inh,SUMO1 PPI mod,Scp-1 inhibitor,Neddylation inh,LMPTP inh,STEP inh
CC12CC3(C)CC(C)(C1)CC(C(=O)NCC(=O)O)(C2)C3,0.5,-4.2,-2.5,i,3.5,1.6,2.9,i,1.1,0.0
CSCCC(=O)N1CCC(n2nccc2NC(=O)CCc2ccccc2)CC1,1.3,0.2,-3.7,i,1.7,5.5,-1.6,i,-1.4,-1.6

# (listing goes on)
SMILES,DNMT1 inh,CSN inh,NadD inh,Rpn11 block,Rin1 Abl inh,SUMO1 PPI mod,Scp-1 inhibitor,Neddylation inh,LMPTP inh,STEP inh
C[C@H]1NC(=O)[C@@]2(C)[C@H](c3ccccc3)[C@H]3COc4ccccc4[C@@H]3N2C1=O,0.9,-1.8,-1.1,i,3.0,2.2,1.7,i,1.3,0.7
CN(Cc1ccccc1)C(=O)c1ccccc1C(=O)O,0.7,2.0,-0.3,i,-1.2,1.7,-6.4,i,-0.1,-2.5
CCCCOc1ccc2c(C)cc(=O)oc2c1OCCCC,5.2,1.1,-1.7,i,2.9,-3.5,-7.3,/,4.2,1.4
C#CC(C)(CC)NC(=O)c1cc2cccc(CC=C)c2oc1=O (stereo not drawn),4.0,5.4,-8.6,i,4.1,-4.2,2.9,i,0.3,-1.5
Cc1ccc(C(=O)C2CCN(C(=O)c3ccc(C)cc3)CC2)cc1,1.9,3.7,-4.1,i,0.8,3.1,2.8,i,2.2,-2.8
CCc1ccccc1NC(=O)N[C@@H](C)C(=O)O,1.0,-1.9,-0.7,i,-2.2,1.9,0.2,i,-0.7,-0.9
COc1ccc(C(=O)/C(=C\N(C)C)n2nc(C)cc2C)cc1,0.6,0.1,-0.1,i,-0.3,0.6,-9.6,i,0.3,1.4
CC(=O)Nc1cc(-c2nc3ccccc3o2)ccc1Cl,0.4,-0.9,-6.3,i,-0.5,-6.5,-3.5,i,-1.0,-1.9

# 5 entries from above, with the structure last:
DNMT1 inh,CSN inh,NadD inh,Rpn11 block,Rin1 Abl inh,SUMO1 PPI mod,Scp-1 inhibitor,Neddylation inh,LMPTP inh,STEP inh,SMILES
4.0,5.4,-8.6,i,4.1,-4.2,2.9,i,0.3,-1.5,C#CC(C)(CC)NC(=O)c1cc2cccc(CC=C)c2oc1=O (stereo not drawn)
5.2,1.1,-1.7,i,2.9,-3.5,-7.3,/,4.2,1.4,CCCCOc1ccc2c(C)cc(=O)oc2c1OCCCC
0.7,2.0,-0.3,i,-1.2,1.7,-6.4,i,-0.1,-2.5,CN(Cc1ccccc1)C(=O)c1ccccc1C(=O)O
1.0,-1.9,-0.7,i,-2.2,1.9,0.2,i,-0.7,-0.9,CCc1ccccc1NC(=O)N[C@@H](C)C(=O)O
1.9,3.7,-4.1,i,0.8,3.1,2.8,i,2.2,-2.8,Cc1ccc(C(=O)C2CCN(C(=O)c3ccc(C)cc3)CC2)cc1
